# Screening results as filed in PubChem.
# TLR9-MyD88 inh – inhibitors of human TLR9-MyD88 binding. CHO BLA complementation TLR9-MyD88, CCF4 FRET ratio. hit rate 0.21% among 340,000. AID 504734. inhibition, % at 4.98 µM;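 active = inhibition above the mean over all tested compounds plus 3 SD, cut at about 21% in these data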;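 also: 0% = DMSO only wells and 100% = clavulanate BLA inhibitor control wells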
# Target sequence (Q99836 whole entry, looked up): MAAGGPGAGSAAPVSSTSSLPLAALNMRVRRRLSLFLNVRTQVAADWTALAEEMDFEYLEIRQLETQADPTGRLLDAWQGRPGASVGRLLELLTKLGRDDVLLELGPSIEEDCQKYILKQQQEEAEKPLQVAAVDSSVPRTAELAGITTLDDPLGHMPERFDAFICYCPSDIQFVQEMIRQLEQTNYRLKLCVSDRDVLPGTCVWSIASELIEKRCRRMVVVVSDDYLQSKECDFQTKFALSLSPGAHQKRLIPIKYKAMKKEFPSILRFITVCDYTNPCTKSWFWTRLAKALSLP
# Target sequence (Q9NR96 whole entry, looked up): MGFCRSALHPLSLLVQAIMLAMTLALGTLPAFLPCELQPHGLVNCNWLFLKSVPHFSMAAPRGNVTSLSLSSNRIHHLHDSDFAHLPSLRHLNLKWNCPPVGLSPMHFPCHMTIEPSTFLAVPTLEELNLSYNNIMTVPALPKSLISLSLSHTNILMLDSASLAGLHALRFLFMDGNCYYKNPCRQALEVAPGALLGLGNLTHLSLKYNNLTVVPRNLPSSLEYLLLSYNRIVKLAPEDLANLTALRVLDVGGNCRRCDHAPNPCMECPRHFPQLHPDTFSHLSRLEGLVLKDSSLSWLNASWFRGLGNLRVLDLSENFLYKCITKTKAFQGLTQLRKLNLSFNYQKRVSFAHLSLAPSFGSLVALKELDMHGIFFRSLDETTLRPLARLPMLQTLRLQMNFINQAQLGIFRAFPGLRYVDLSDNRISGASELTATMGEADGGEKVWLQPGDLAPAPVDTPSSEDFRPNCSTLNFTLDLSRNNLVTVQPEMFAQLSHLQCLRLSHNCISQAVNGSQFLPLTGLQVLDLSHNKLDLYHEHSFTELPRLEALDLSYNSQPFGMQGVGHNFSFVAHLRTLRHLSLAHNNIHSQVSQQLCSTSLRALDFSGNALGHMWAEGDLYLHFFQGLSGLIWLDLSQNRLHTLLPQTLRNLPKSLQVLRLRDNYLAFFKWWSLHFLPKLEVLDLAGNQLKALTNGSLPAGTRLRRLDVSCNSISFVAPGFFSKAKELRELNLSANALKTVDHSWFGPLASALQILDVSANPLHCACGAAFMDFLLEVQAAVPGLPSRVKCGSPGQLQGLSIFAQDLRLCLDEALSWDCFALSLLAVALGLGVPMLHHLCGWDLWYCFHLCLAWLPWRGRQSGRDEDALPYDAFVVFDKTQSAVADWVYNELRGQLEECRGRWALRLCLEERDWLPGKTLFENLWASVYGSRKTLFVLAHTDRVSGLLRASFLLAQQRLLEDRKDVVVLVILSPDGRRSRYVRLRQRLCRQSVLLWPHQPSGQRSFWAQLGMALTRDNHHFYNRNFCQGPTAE
# Glyco luc inh – blocks N-linked glycosylation in D54 reporter cells; D54 ERlucT glycosylation luciferase reporter, 24 h; percent of 100 nM tunicamycin response; reporter increase, % at 12.5 µM; hit rate 0.23% among 360,000; AID 588692;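 active = mean luciferase reporter signal, scaled so untreated is 0 and the glycosylation-blocking control 100, at or above a set limit in every replicate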;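 also: luciferase carries N-glycosylation sites so blocking glycosylation raises the light; 0% = median of neutral control wells and 100% = median of 100 nM tunicamycin wells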
# MC4R antagonist – human MC4R antagonism in cAMP assay. P32245. MC4R-expressing cells, MTII-stimulated cAMP, LANCE TR-FRET. inhibition, % at 6.5 µM. hit rate 0.48% among 360,000;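 active = inhibition above its plate's cutoff, the mean of tested wells on that plate plus 3 SD, cut at about 29% in these data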;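 also: 0% = Melanotan II alone and 100% = Melanotan II plus saturating MCL0020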
#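 Material: U2OS-MC4R stable cell line | Reagent: Melanotan II challenge after compound preincubation | Doses: One concentration, 6.5 µM nominal | Incubation: 30-min compound preincubation, 1-h Melanotan II challenge, 1-h detection, room temperature | Signal: TR-FRET cAMP assay | Replicates: One well per compound, no replicates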
# ABHD5 PLIN5 PPI – blocks binding of human ABHD5 to perilipin-5 | Q00G26+Q8WTS1 | Split G. princeps luciferase complementation, luminescence, 4 h | inhibition, % at 4 µM | hit rate 0.78% among 360,000;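 active = inhibition above the mean inhibition across every tested compound plus 3 SD, cut at about 22% in these data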;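 also: 0% = DMSO only wells and the 100% control is not disclosed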
# SRC2 inh – inhibits human steroid receptor coactivator 2 | HEK293 GAL4-SRC2 luciferase reporter, luminescence | inhibition, % at 9 µM | hit rate 0.17% among 370,000 | AID 651957;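 active = inhibition above the mean inhibition of all tested compounds plus 3 SD, set per campaign, cut at about 52% in these data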;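 also: 0% = DMSO treated cells and 100% = cells given Gossypol at 36 µM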
# NOD2-RIPK2 inh – NOD2-RIPK2 protein interaction inhibition | O43353 | CHO BLA complementation NOD2-RIPK2, CCF4 ratio | inhibition, % at 4.98 µM | hit rate 0.38% among 360,000 | AID 624267; in the data active = inhibition above about 21%;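 also: 0% = vehicle only and 100% = reference blocker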
# H9c2 protect – myocardial damage modulation in H9c2 cells | H9c2 cardiomyocytes, H2O2 injury protection, ATPLite, 2 h | protection from H2O2 cell death, % at 20 µM | hit rate 0.63% among 360,000 | AID 588492;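 active = compounds giving at least 50% protection of heart cells from peroxide-induced death in the single-dose screen, raw or plate-pattern-corrected value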;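 also: 0% = DMSO wells with peroxide and 100% = DMSO wells without peroxide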
# HTR2A ag – activates the mouse 5-HT2A serotonin receptor; P35363; CHO-K1 mHTR2A beta-arrestin complementation, luminescence; percent of 30 µM serotonin response; activation, % at 7.6 µM; hit rate 0.66% among 360,000;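 active = activation above a run cutoff, the mean activation of all tested compounds plus 3 SD, cut at about 14% in these data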;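 also: 0% = plate median of compound wells and 100% = 30 µM serotonin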
# ABCB6 inh MLPCN – inhibitors of human ABC transporter ABCB6 | Q9NP58 | K562-ABCB6 porphyrin accumulation, flow cytometry, 1 h; stronger effect = lower value | fluorescence ratio to DMSO, % at 10 µM | hit rate 0.19% among 360,000 | AID 602162;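 active = fluorescence ratio to DMSO below 75%, the collection mean minus 3 SD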;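 also: signal is porphyrin accumulated inside mitochondria; 100% equals median channel fluorescence of DMSO control wells; lower ratio means ABCB6 inhibition with less porphyrin fluorescence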
# MC4R ag barr – agonists of human melanocortin 4 receptor (MC4R) beta-arrestin; hit rate 0.98% among 360,000; AID 540308; U2OS MC4R beta-arrestin complementation, luminescence; percent of melanotan II response, DMSO zero; activation, % at 8.9 µM;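 active = activation above a per-plate cutoff, the mean activation of sample wells on that plate plus 3 SD, cut at about 8% in these data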
# An asterisk follows results filed as active; · = not tested or not shown.
compound	TLR9-MyD88 inh	Glyco luc inh	MC4R antagonist	ABHD5 PLIN5 PPI	SRC2 inh	NOD2-RIPK2 inh	H9c2 protect	HTR2A ag	ABCB6 inh MLPCN	MC4R ag barr
COc1ccccc1N1CCN(S(=O)(=O)c2ccc3c4c(cccc24)C(=O)N3)CC1	-10.1	0.1	9.3	-3.1	-22.6	1.9	0.2	0.6	96.0	2.6
COc1ccc2cc(C3(C)NC(=O)N(CC(=O)Nc4c(C)n(C)n(-c5ccccc5)c4=O)C3=O)ccc2c1 (stereo not given)	6.7	2.3	8.9	6.3	6.8	-13.6	-1.2	0.2	98.0	-1.2
CC(C)CCOc1ccc(C2(C)NC(=O)NC2=O)cc1 (stereo not given)	-2.3	-2.8	-6.6	2.6	1.8	8.4	-1.8	2.8	99.0	-1.6
O=C(Nc1nccs1)c1ccccc1N=Cc1ccccc1	-7.0	0.9	2.6	-1.8	-39.3	1.8	-8.1	2.9	97.0	-0.3
CCCc1cc2c(=O)c(-c3cscn3)c(C(=O)OCC)oc2cc1O	-11.0	1.7	-1.4	-3.2	-24.6	-5.1	11.3	2.0	95.0	-3.7
COCCn1c(C)cc(C(=O)COC(=O)c2ccc(S(=O)(=O)N(C)C)cc2)c1C	8.9	-3.5	1.8	3.5	26.6	-11.7	-3.5	-1.9	99.0	-1.8
O=C(CC1C(=O)NCCN1Cc1cccc(F)c1)NC1CCCCCC1 (stereo not given)	-14.3	·	4.2	-3.0	-0.8	9.4	3.6	-7.1	106.0	-2.6
CC(C)C(C(=O)Nc1ccc2c(c1)OCCOCCOCCOCCO2)N1C(=O)c2ccccc2C1=O (stereo not given)	0.2	2.0	1.4	-1.3	-21.9	-7.0	2.5	6.2	97.0	-1.6
O=C(CSc1nc2ccccc2c(=O)n1Cc1ccco1)c1ccc(F)cc1	4.7	-2.6	8.9	-1.0	4.4	-3.3	12.2	-2.3	98.0	2.3
Cc1cccc(NS(=O)(=O)c2cccs2)c1	-1.9	2.6	-1.7	6.5	6.2	-15.9	1.4	7.2	97.0	-1.8
CC(C)CNC(=O)COC(=O)CCC(=O)c1cccs1	7.8	1.2	4.3	2.9	9.3	-5.0	10.7	2.2	99.0	-1.4
O=[n+]1c2c(n([O-])c3cc(F)c(N4CCCC4)cc31)CCCC2	7.8	-0.2	-11.5	-0.9	-18.9	-0.9	-1.6	0.7	100.0	-1.9
Cc1cc(C)cc(OCC(=O)OCC(=O)NCc2cccs2)c1	-3.1	3.2	-0.3	8.0	15.2	-7.8	2.4	8.9	93.0	2.3
COc1ccc(/C=C/c2c([N+](=O)[O-])c(=O)n(C)c(=O)n2C)c(OC)c1OC	-6.4	-5.7	-1.3	1.6	7.7	2.6	-9.4	1.3	93.0	-1.2
CC(=O)c1c(C)[nH]c(C(=O)COC(=O)C2CC2)c1C	-23.1	-1.1	-3.2	1.0	3.3	-8.6	15.6	3.4	95.0	-0.9
O=C(NC(=S)Nc1ccccc1O)c1cncc(Br)c1	-3.6	3.9	0.9	-9.0	2.9	-1.1	2.7	-5.3	110.0	-0.8
CC(=C/c1ccccc1)/C=N/n1c(C)n[nH]c1=S	3.8	3.5	1.5	-1.2	2.0	0.2	-1.9	-1.3	100.0	0.1
Fc1ccccc1CSc1nnc(-c2ccccc2)o1	1.3	-5.2	-4.2	-3.0	-74.0	-12.6	-6.2	0.7	101.0	-0.3
CCN(CC(=O)Nc1ccc2c(c1)OC(F)(F)O2)Cc1nc2ccccc2c(=O)[nH]1	2.3	-2.7	4.7	-0.2	-3.9	-1.3	-5.4	-0.1	93.0	-0.1
CN(C)S(=O)(=O)c1cccc(NC(=S)N/N=C/C2CC=CCC2)c1 (stereo not given)	-3.1	1.5	2.2	-6.0	-11.1	-10.6	-7.2	3.1	100.0	-1.8
CC(=O)Nc1cccc(OCC(=O)NCCC2=CCCCC2)c1	0.1	-1.8	4.2	-5.4	-18.9	-13.2	7.1	0.9	100.0	-1.4
Nc1cc(N)nc(SCC(=O)N2CCc3ccccc32)n1	3.6	0.7	-6.2	-0.2	-70.9	-8.9	-4.2	-1.0	106.0	-2.7
COCCCn1c(C)c(C(C)=O)cc(NC(=O)c2ccccc2)c1=O	-6.9	2.5	6.7	2.7	0.8	-1.4	4.6	-1.0	98.0	-2.4
CCN(CC)C(=O)Cc1ccccc1	7.2	-4.4	2.1	3.0	-0.3	-7.9	3.3	7.4	95.0	-2.1
O=C1CC(c2ccccc2)CC(O)=C1C=NC1CCCC1 (stereo not given)	6.3	0.5	3.8	1.9	-15.9	-8.8	2.6	1.6	95.0	0.2
c1ccc(CN2CCC(N=C3NN=C(c4ccc5c(c4)OCCO5)CS3)CC2)cc1	-2.6	-8.5	5.6	-16.6	-1.9	3.2	10.6	-12.5	94.0	-4.7
Cc1cc(C)n(-c2nc3ccccc3nc2Nc2ccc(CC(=O)O)cc2)n1	6.7	0.9	17.6	-2.1	-28.5	-4.5	-6.3	-0.3	103.0	-1.4
Cc1ccc(C(=O)N/N=C/c2cccc3ccccc23)cn1	·	1.5	-5.2	2.8	-45.4	-4.1	-0.4	0.5	96.0	-1.3
CCn1nnc(NC(=O)c2ccccc2Br)n1	-1.9	0.2	2.7	1.8	-50.4	5.1	0.2	3.2	99.0	0.3
CCOc1cccc(N2C(=O)CC(n3cnc4ccccc43)C2=O)c1 (stereo not given)	2.2	0.2	-1.1	-0.2	6.5	-17.0	2.7	-0.9	90.0	0.8
Cc1cc2nc(CCN(Cc3cccnc3)C(=S)Nc3ccccc3)[nH]c2cc1C	-6.9	-0.1	4.0	4.3	16.8	-12.7	-1.8	-9.7	97.0	-1.3
COc1ccc(C(=O)OCC(=O)NC2CCCC2)cc1OC	-4.9	1.6	15.8	-1.6	6.9	-8.1	-2.3	1.9	93.0	2.0
CCN(CC)C(=O)c1sc(NC(=O)c2ccc3c(c2)OCO3)c(C(N)=O)c1C	-0.5	1.1	6.7	0.3	-44.9	0.2	1.8	3.8	100.0	0.8
COc1cccc(-c2cnc(C(O)c3ccc(Cl)cc3C)[nH]2)c1 (stereo not given)	·	4.4	-0.1	3.0	8.1	15.5	-7.7	0.1	101.0	2.1
C[C@@H]1CN(Cc2nc(-c3cnccn3)no2)C[C@H](C)O1	1.8	4.4	9.3	-0.1	-16.3	-2.9	-1.0	0.5	102.0	-0.9
CN(C)C1(CNC(=O)C2CCN(S(=O)(=O)c3cc(Cl)ccc3Cl)CC2)CCCCC1	0.8	1.7	9.5	10.5	7.4	-7.3	5.5	-1.2	96.0	3.1
Cc1ccc(S[C@@H](CCN2CC[C@H](C(C)(C)C)CCC2=O)c2ccccc2)cc1	8.2	-2.8	1.8	-12.5	9.8	-6.0	-6.3	-1.3	82.0	-0.9
CN1CCN(c2ccc(NC(=O)c3ccc4ccccc4c3)cc2)CC1	-4.0	-18.9	2.6	0.3	-22.8	-13.1	-11.2	-4.2	88.0	-0.5
Cc1c(NC(=O)C(C)Sc2nccn2C)c(=O)n(-c2ccccc2)n1C (stereo not given)	1.5	0.7	9.9	0.3	-23.5	-0.1	-2.5	1.7	98.0	-5.2
CC(C)CC(NC(=O)C1CCCN1C(=O)CNC(=O)OCc1ccccc1)C(=O)O (stereo not given)	-0.9	-1.1	-4.1	-3.2	3.2	-5.3	-3.4	-2.0	98.0	-0.7
COc1ccc(C(CNc2ncnc3sc(C)c(C)c23)N(C)C)cc1 (stereo not given)	-13.3	-7.6	8.8	0.1	-17.8	-4.9	9.3	-8.7	97.0	1.9
Cc1ccc2sc(C)[n+](CCC(C)S(=O)(=O)[O-])c2c1 (stereo not given)	-7.2	1.5	-9.9	12.1	-21.7	-1.8	2.2	10.4	96.0	0.5
O=C(COC(=O)c1cccc(S(=O)(=O)N2CCCCC2)c1)NCc1ccccc1	-14.0	0.7	-12.0	8.6	-18.5	3.3	-3.0	6.7	92.0	-0.5
CCOc1ccc(-c2cnc3ccccc3n2)cc1	1.9	-20.6	1.2	-3.6	-3.2	1.9	-15.1	-2.4	100.0	-1.3
CN(C)c1ccc(/C=N/NC(=O)C[n+]2ccccc2)cc1	1.5	3.3	9.0	6.0	-28.6	5.0	6.7	4.2	100.0	-1.6

# Quoted at random: 2 entries already listed.
compound	TLR9-MyD88 inh	Glyco luc inh	MC4R antagonist	ABHD5 PLIN5 PPI	SRC2 inh	NOD2-RIPK2 inh	H9c2 protect	HTR2A ag	ABCB6 inh MLPCN	MC4R ag barr
CCN(CC)C(=O)c1sc(NC(=O)c2ccc3c(c2)OCO3)c(C(N)=O)c1C	-0.5	1.1	6.7	0.3	-44.9	0.2	1.8	3.8	100.0	0.8
CN1CCN(c2ccc(NC(=O)c3ccc4ccccc4c3)cc2)CC1	-4.0	-18.9	2.6	0.3	-22.8	-13.1	-11.2	-4.2	88.0	-0.5

# (cont.)
compound	TLR9-MyD88 inh	Glyco luc inh	MC4R antagonist	ABHD5 PLIN5 PPI	SRC2 inh	NOD2-RIPK2 inh	H9c2 protect	HTR2A ag	ABCB6 inh MLPCN	MC4R ag barr
O=C(N1CCOCC1)N1CCC(n2nnc3ccccc32)CC1	-6.2	1.6	-3.7	8.8	-14.3	3.4	8.1	-0.3	99.0	-1.8
NC(=O)C(c1ccccn1)c1ncc(C(F)(F)F)cc1Cl (stereo not given)	2.2	0.7	3.7	3.7	-41.9	-7.4	5.3	6.5	101.0	-1.4
N/C(=N\OC(=O)Cc1ccc(Cl)cc1)c1ccccn1	-10.6	-0.8	8.1	-2.4	-74.0	4.3	-18.2	-2.0	105.0	1.2
Cc1ccnn1CCC(=O)N1CCCC(CCC(=O)NCc2ccccc2F)C1 (stereo not given)	-4.6	3.2	29.2*	-5.3	6.2	1.8	4.0	3.5	98.0	0.6
N#C/C(=C\c1ccc(OCCN2CCOCC2)cc1)C(=O)Nc1ccc(S(N)(=O)=O)cc1	-7.7	0.3	-3.8	7.3	-10.4	-12.3	19.5	-0.9	92.0	-3.0
O=c1[nH]c(C2CCN(S(=O)(=O)c3ccccc3C(F)(F)F)CC2)nc2c1nnn2Cc1ccccc1	-6.9	1.7	-10.7	10.1	-2.9	8.7	-2.0	11.2	95.0	0.3
CC(C)CN1C(=O)C(=O)N(CC(=O)NC2CCCc3ccccc32)C1=O (stereo not given)	-1.3	1.2	2.9	-2.0	-11.8	1.1	-3.4	7.2	97.0	-1.9
CC(=O)c1ccc(NC(=O)CCSCCC(=O)Nc2ccc(C(C)=O)cc2)cc1	-3.6	-0.7	3.0	-1.1	12.2	-2.9	-4.2	2.2	92.0	-0.1
CC(NC(=O)CSc1nc(=O)cc(N)n1CCc1ccccc1)c1ccccc1 (stereo not given)	-0.7	0.4	3.8	-0.4	4.3	1.4	-2.1	-1.7	97.0	0.6
Cc1ccc(S(=O)(=O)NCC(=O)NCC(=O)N(C)Cc2ccc(Br)s2)cc1C	-23.9	-0.7	4.0	-2.9	5.6	0.8	-1.0	-3.0	83.0	-2.6

# The list is partial; the hit share may differ from the screen's.
